ABHD4 inh = inhibitors of mouse ABHD4; Q8VD66; purified mABHD4, FP-Rh probe fluorescence polarization; inhibition, % at 8.92 µM; 0.54% of 370,000 active; AID 720543;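 active = inhibition exceeding the mean over every tested compound plus 3 SD, cut at about 30% in these data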;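 also: 0% = plate median of compound wells and 100% = S159A mutant with DMSO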
Target sequence (Q8VD66 whole entry, looked up): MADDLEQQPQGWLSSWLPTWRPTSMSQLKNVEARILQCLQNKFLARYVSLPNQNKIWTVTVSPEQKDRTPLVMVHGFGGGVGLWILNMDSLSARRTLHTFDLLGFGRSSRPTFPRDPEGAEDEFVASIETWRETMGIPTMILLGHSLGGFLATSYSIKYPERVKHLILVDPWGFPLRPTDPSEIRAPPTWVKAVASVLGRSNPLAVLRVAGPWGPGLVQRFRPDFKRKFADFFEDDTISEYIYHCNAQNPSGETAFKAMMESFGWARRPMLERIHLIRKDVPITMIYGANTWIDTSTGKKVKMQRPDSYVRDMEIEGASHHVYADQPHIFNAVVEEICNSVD
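Assay system: Wild-type mouse ABHD4 protein | Medium: HEPES pH 7.0 buffer, 150 mM NaCl, 0.01% Pluronic F-127 | Incubation: Enzyme–compound pre-incubation 45 min, then probe 60 min, both 25 °C | Technique: Fluorescence polarization with parallel and perpendicular emission, 525/598 nm | Evaluation: % inhibition of FP-Rh probe binding versus controls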
rCAG RNA binder = binds r(CAG) RNA repeats. r(CAG) RNA repeat, TO-PRO-1 dye displacement fluorescence. inhibition, % at 3 µM. 1.3% of 370,000 active. AID 651821;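 active = inhibition above the plate cutoff, the mean of all test compounds on that plate plus 3 SD, cut at about 35% in these data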;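 also: 0% = DMSO alone and 100% = 100 µM mitoxantrone as full dye displacement; higher means more dye released from RNA so lower well fluorescence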
TDP2 absorb = TDP2 (human) inhibition, absorbance primary screen. O95551. recombinant TDP2, T5PNP hydrolysis, p-nitrophenol absorbance 415 nm. inhibition, % at 12.8 µM. AID 720702. 0.34% of 370,000 active;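 active = inhibition above the mean of all tested compounds plus 3 SD, set per campaign, cut at about 25% in these data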;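 also: 0% = DMSO with enzyme and 100% = buffer with substrate but no TDP2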
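Read-out basis: percent inhibition. System: recombinant human TDP2. Buffer or medium: Mg2+-containing Tris-HCl buffer, pH 7.5. Repeats: single replicate. Timing: reaction 2 h, 37 °C. Benchmarks: high control without enzyme, low control DMSO plus TDP2. Probe or stimulus: 5 mM T5PNP. Doses: 12.8 µM only. Measured by: epi absorbance of p-nitrophenol freed from T5PNP by hydrolysis.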
LEDGF integ inh = blocks HIV-1 LEDGF/p75-dependent DNA integration. TR-FRET IN-LEDGF/p75 DNA integration, Eu/Cy5. 0.64% of 370,000 active. inhibition, % at 3.7 µM;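 active = inhibition above the screen-wide mean plus 3 SD, cut at about 13% in these data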;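 also: signal is the Cy5 over europium emission ratio at 671 and 618 nm; 0% = plate median of compound wells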
HTRA1 inh = HTRA1 (human) protease inhibition | Q92743 | recombinant HTRA1, FP-rhodamine activity-based probe, fluorescence polarization | inhibition, % at 5.96 µM | 0.5% of 340,000 active; in the data active = inhibition above about 36%;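 also: 0% = enzyme with DMSO and 100% = wells lacking enzyme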
Rev-erbA mod = modulates human Rev-erb alpha binding to DNA; activity, % at 10 µM; Rev-erbα–FITC-DNA binding, fluorescence polarization, 90 min; 0.79% of 370,000 active;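 active = activity above about 14%, limit read from the data; passing the limit was not always enough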;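 also: 0% = DMSO wells with 35 nM protein and 100% = DMSO wells with 750 nM protein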
TCR CD3 inh = human TCR-CD3 binding inhibition. TAMRA-labeled TCR probe fluorescence, biochemical. inhibition, % at 9.4 µM. 0.37% of 360,000 active; in the data active = inhibition above about 19%;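 also: recombinant mutant TCR 2C K166C tagged with TAMRA read by polarization; 0% = receptor in buffer alone and 100% = receptor with positive control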
PRMT1 inh = blocks human protein arginine methyltransferase 1; Q99873; recombinant PRMT1, activity-based probe fluorescence polarization; inhibition, % at 2.79 µM; 1.3% of 370,000 active; AID 652257;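 active = inhibition above about 21% made by adding two undisclosed values, limit read from the data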
Target sequence (Q99873 whole entry, looked up): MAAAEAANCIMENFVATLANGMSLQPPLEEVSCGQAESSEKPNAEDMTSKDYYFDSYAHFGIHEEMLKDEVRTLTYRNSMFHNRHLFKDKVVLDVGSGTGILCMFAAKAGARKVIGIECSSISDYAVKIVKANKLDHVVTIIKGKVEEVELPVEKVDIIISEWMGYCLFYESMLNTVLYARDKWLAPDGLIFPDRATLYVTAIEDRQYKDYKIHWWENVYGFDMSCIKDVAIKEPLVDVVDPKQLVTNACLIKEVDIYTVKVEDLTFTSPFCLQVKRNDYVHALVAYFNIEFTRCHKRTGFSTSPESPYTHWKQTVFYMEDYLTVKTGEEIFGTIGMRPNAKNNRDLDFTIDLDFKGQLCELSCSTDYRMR
SIAE inh = inhibitors of human sialic acid acetylesterase SIAE | Q9HAT2 | SIAE FP-Rh probe binding, fluorescence polarization | inhibition, % at 9.66 µM | 0.69% of 370,000 active | AID 1053197;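 active = inhibition above a cutoff: mean of compounds within the control limits plus 3 SD of those, cut at about 17% in these data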;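 also: 0% = plate median of compound wells and 100% = probe without SIAE protein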
PG9 binder = PG9 antibody binding by small molecule. 0.43% of 360,000 active. inhibition, % at 6.7 µM. TR-FRET gp120-PG9 antibody binding; in the data active = inhibition above about 8.5%
* hit, by the source's call; x = not tested or not shown. This is a subset; the hit share may differ from the screen's.

no.	SMILES	ABHD4 inh	rCAG RNA binder	TDP2 absorb	LEDGF integ inh	HTRA1 inh
1	COc1ccccc1-c1nnc(SCc2ccccn2)n1C	-7	-1	4	-2	3
2	CN(C)S(=O)(=O)c1cccc(NC(=O)C(c2ccccc2)c2ccccc2)c1	-4	9	-3	-1	-39
3	COc1ccc(OCC(=O)NCc2ccc(Cl)cc2)cc1	-3	-5	0	3	-8
4	COCCN1CN=C(Nc2nc3ccccc3s2)NC1	8	-4	-3	0	1
5	CNc1cnn(-c2ccc(C)cc2)c(=O)c1Cl	1	-1	-5	-1	0
6	CC1=C(C(=O)N(C)C)CC(CC(=O)NCCCN(C)C)C(=O)N1Cc1ccc(C(C)(C)C)cc1 (configuration not stated)	-1	3	-6	-2	8
7	CCN(CC(=O)NCc1ccncc1)S(=O)(=O)c1ccccc1	-2	-1	5	0	-6
8	CCC(c1nnnn1Cc1ccc(F)cc1)N1CCN(C)CC1 (configuration not stated)	2	1	3	0	1
9	CCN1C(=O)c2ccc(C(=O)NCc3ccc4c(c3)OCO4)cc2C1=O	0	2	6	-2	-4
10	CC(C)c1ccc(NC(=O)C2CCN(c3ncnc4c3nc3n4CCCCC3)CC2)cc1	-8	-3	-4	3	5
11	Cc1ccc(Cn2nc(C)c(/C=N/NC(=O)c3cccnc3)c2C)cc1	-2	-6	-6	-2	-3
12	O=C(OCc1ccc(Br)cc1)c1cnc(Cl)c(Cl)c1	1	1	-13	1	-10

no.	Rev-erbA mod	TCR CD3 inh	PRMT1 inh	SIAE inh	PG9 binder
1	-4	5	-1	-4	-2.5
2	-4	-1	2	-3	-1.0
3	-3	7	0	-4	-1.0
4	5	3	-3	4	1.7
5	4	-6	-1	3	-2.0
6	6	3	0	-3	0.6
7	2	-2	-2	0	0.2
8	2	-1	3	-3	2.4
9	1	5	0	-1	-0.7
10	3	7	-2	3	1.2
11	-3	-9	4	-4	2.7
12	8	5	-8	0	1.3

(list continues)
no.	SMILES	ABHD4 inh	rCAG RNA binder	TDP2 absorb	LEDGF integ inh	HTRA1 inh
13	Cc1cccc(N=Nc2c(O)[nH]c3ccc(Br)cc23)c1	0	5	6	-3	-12
14	O=C(N[C@H](Cc1ccccc1)C(=O)NCCCc1ccccc1)[C@H]1O[C@@H](n2ccc(=O)[nH]c2=O)[C@H](O)[C@@H]1O	-2	0	-1	1	x
15	CCC(C)c1ccccc1NC(=O)C(C)OC(=O)CN1C(=O)NC(C)(C)C1=O (configuration not stated)	2	-5	-7	1	3
16	O=C(CSc1nc2ccccc2s1)N1CCCCC1	6	-2	11	2	9
17	CCOc1ccc(-c2c(C(=O)N/N=C/C3CC=CCC3)nnn2-c2nonc2N)cc1 (configuration not stated)	-9	10	-16	-2	-24
18	COc1ccccc1NC(=O)c1ccc(NC(=O)CSc2nc(N)cc(=O)[nH]2)cc1	-4	10	8	-1	-42
19	CC1(C(=O)NCc2ccccc2)CCC(=O)N1CCc1c[nH]c2ccccc12 (configuration not stated)	0	-1	2	-3	x
20	COC(=O)[C@@]1(Cc2ccc(F)cc2)[C@H]2c3cc(C(=O)N4CCCC4)n(CCc4c[nH]c5ccccc45)c3C[C@H]2CN1C(=O)c1ccccc1	-2	13	0	2	x
21	NC(=O)c1cc2ccccc2o/c1=N\NC(=O)c1ccco1	6	-1	3	1	3
22	CCCn1nc2cc(C(=O)NC3CCc4ccccc43)ccc2c1OCC (configuration not stated)	-4	1	0	1	-8
23	O=Cc1cc(OCc2ccccc2)ccc1[B-](F)(F)F	45*	5	2	10	0
24	CCCN1CCc2nc(SCC(=O)Nc3ccc(C)c(Cl)c3)[nH]c(=O)c2C1	6	15	-1	-3	-3

no.	Rev-erbA mod	TCR CD3 inh	PRMT1 inh	SIAE inh	PG9 binder
13	2	-2	1	1	-1.6
14	-3	3	-1	3	-1.9
15	0	4	1	-2	-0.6
16	0	4	5	4	-0.3
17	-4	9	-2	-4	-0.7
18	-5	5	-2	-7	-0.6
19	4	-9	1	-1	0.1
20	9	6	-1	4	-1.5
21	1	5	2	0	-5.5
22	-5	0	0	9	-0.6
23	-1	5	-7	8	0.3
24	4	-1	2	-13	-1.5

9 structures out of the list, ordered by formula weight, rising.
no.	SMILES	ABHD4 inh	rCAG RNA binder	TDP2 absorb	LEDGF integ inh	HTRA1 inh
16	O=C(CSc1nc2ccccc2s1)N1CCCCC1	6	-2	11	2	9
21	NC(=O)c1cc2ccccc2o/c1=N\NC(=O)c1ccco1	6	-1	3	1	3
13	Cc1cccc(N=Nc2c(O)[nH]c3ccc(Br)cc23)c1	0	5	6	-3	-12
22	CCCn1nc2cc(C(=O)NC3CCc4ccccc43)ccc2c1OCC (configuration not stated)	-4	1	0	1	-8
19	CC1(C(=O)NCc2ccccc2)CCC(=O)N1CCc1c[nH]c2ccccc12 (configuration not stated)	0	-1	2	-3	x
15	CCC(C)c1ccccc1NC(=O)C(C)OC(=O)CN1C(=O)NC(C)(C)C1=O (configuration not stated)	2	-5	-7	1	3
24	CCCN1CCc2nc(SCC(=O)Nc3ccc(C)c(Cl)c3)[nH]c(=O)c2C1	6	15	-1	-3	-3
17	CCOc1ccc(-c2c(C(=O)N/N=C/C3CC=CCC3)nnn2-c2nonc2N)cc1 (configuration not stated)	-9	10	-16	-2	-24
14	O=C(N[C@H](Cc1ccccc1)C(=O)NCCCc1ccccc1)[C@H]1O[C@@H](n2ccc(=O)[nH]c2=O)[C@H](O)[C@@H]1O	-2	0	-1	1	x

no.	Rev-erbA mod	TCR CD3 inh	PRMT1 inh	SIAE inh	PG9 binder
16	0	4	5	4	-0.3
21	1	5	2	0	-5.5
13	2	-2	1	1	-1.6
22	-5	0	0	9	-0.6
19	4	-9	1	-1	0.1
15	0	4	1	-2	-0.6
24	4	-1	2	-13	-1.5
17	-4	9	-2	-4	-0.7
14	-3	3	-1	3	-1.9

The list continues.
no.	SMILES	ABHD4 inh	rCAG RNA binder	TDP2 absorb	LEDGF integ inh	HTRA1 inh
25	CNC(=O)CN1C(=O)NC2(CCc3ccccc32)C1=O (configuration not stated)	2	-1	-3	1	-5
26	COc1ccc(-c2csc(CCN3N=C(C)CC3=O)n2)cc1	2	11	8	5	-14
27	COc1ccccc1/C=C1\SC(=O)N(CC(=O)NCCCn2ccnc2)C1=O	-1	2	-3	1	0
28	O=C1CC(c2ccccc2)=NN1c1nc(-c2ccccc2)cs1	23	65*	3	3	-6
29	OCC[C@H]1C[C@@H](O)[C@H](O)[C@]2(Cc3ccccc3CCO2)O1	-8	1	-9	3	5
30	COc1ccc(C(CC(=O)O)NC(=O)c2ccco2)cc1 (configuration not stated)	-5	6	4	-3	-3
31	CCCC(=O)N/N=C1\CS(=O)(=O)N(C)c2ccsc21	4	-3	5	-1	-4
32	C/C(N)=C(/C#N)C(=O)COC(=O)CNS(=O)(=O)c1ccc(C)cc1	4	2	6	1	5
33	O=C(O)c1cccnc1Cl	-1	0	3	2	0
34	Cc1ccc2c(c1)CCCN2C(=O)NC1CCCCC1	-2	-3	3	2	5
35	N#Cc1ccccc1NC(=O)COC(=O)CSc1nc2ccccc2o1	-3	-1	5	0	0
36	O=C(O)C1OC(C(=O)O)C2C1C(F)(F)C2(F)F (configuration not stated)	-1	-3	-1	-6	-2

no.	Rev-erbA mod	TCR CD3 inh	PRMT1 inh	SIAE inh	PG9 binder
25	0	5	-1	-3	0.3
26	-7	4	4	38*	-0.5
27	-1	0	3	-3	-2.1
28	2	5	9	-2	-1.9
29	-4	4	-5	-1	-0.6
30	1	-5	2	5	-0.1
31	1	2	3	-3	-3.3
32	-3	3	0	-9	0.2
33	0	-3	-2	9	-1.5
34	-6	6	-3	1	0.4
35	3	-9	2	1	-0.2
36	5	4	1	4	0.5

Other results
no.	SMILES	ABHD4 inh	rCAG RNA binder	TDP2 absorb	LEDGF integ inh	HTRA1 inh
37	N/C(=N\OC(=O)/C=C/c1ccccc1)c1ccc(Cl)cc1	-4	1	-8	4	x
38	CCC(C)NCCOCCOc1ccc(Cl)c2ccccc12 (configuration not stated)	13	3	11	-1	1
39	O=C(CN1C(=O)NC2(CCOc3ccccc32)C1=O)c1ccc(Cl)cc1 (configuration not stated)	2	-1	13	-1	0
40	O=C(O)/C(=C\c1cccs1)c1ccc(F)cc1	-5	2	4	-4	5
41	O=C(COC(=O)C1=NN(c2ccccc2)C(=O)CC1)Nc1ccc([N+](=O)[O-])cc1C(F)(F)F	2	6	-4	-4	-7
42	COC(=O)C(C)N(c1ccc(OC)cc1)S(C)(=O)=O (configuration not stated)	0	2	1	0	-2
43	Cc1ccc(NC(=O)CSc2nnc3n2CCCCC3)cc1	5	-2	2	3	1
44	COc1ccccc1CNC(=O)C1CCCN(c2cnccn2)C1 (configuration not stated)	0	-4	-6	-2	0
45	COc1ccc(N2CC(NC(=O)NCCC(C)C)CC2=O)cc1 (configuration not stated)	-1	0	11	-2	2

no.	Rev-erbA mod	TCR CD3 inh	PRMT1 inh	SIAE inh	PG9 binder
37	-3	-4	-2	2	-2.5
38	2	-3	1	3	-0.2
39	0	-6	6	-4	1.4
40	-7	10	-1	-3	-0.1
41	1	-12	2	-4	0.1
42	-5	5	2	-9	-1.4
43	-10	14	-5	0	1.5
44	2	-8	3	0	0.7
45	-2	8	-1	6	-4.4

Bioassay records as filed in PubChem.
